# TNAP inh pNP: human TNAP enzyme inhibitors, primary screen, biochemical, colorimetric, p-nitrophenol readout. 21,000 tested, under 10 active. Alkaline phosphatase, tissue-nonspecific isozyme (Homo sapiens), P05186. inhibition, % at 20 µM. purified TNAP, pNPP hydrolysis, absorbance 405 nm;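 further: 0% = DMSO only wells and 100% = 1 mM levamisole wells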
# Target sequence (P05186 whole entry, looked up): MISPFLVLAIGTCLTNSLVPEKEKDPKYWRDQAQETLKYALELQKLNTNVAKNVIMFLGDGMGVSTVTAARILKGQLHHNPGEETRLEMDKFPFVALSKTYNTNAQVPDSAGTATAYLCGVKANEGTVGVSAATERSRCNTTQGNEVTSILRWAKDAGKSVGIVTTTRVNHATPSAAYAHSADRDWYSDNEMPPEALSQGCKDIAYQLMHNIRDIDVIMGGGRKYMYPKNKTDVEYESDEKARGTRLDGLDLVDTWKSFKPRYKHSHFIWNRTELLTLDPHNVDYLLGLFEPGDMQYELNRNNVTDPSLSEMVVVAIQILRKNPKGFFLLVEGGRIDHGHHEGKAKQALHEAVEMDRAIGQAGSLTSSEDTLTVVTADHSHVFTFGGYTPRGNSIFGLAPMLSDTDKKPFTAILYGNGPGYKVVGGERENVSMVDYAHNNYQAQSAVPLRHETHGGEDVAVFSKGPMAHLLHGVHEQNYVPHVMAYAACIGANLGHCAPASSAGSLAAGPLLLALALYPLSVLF
# TNAP Pi inh: human TNAP enzyme inhibitors, primary screen, biochemical, colorimetric, phosphate release readout; purified TNAP, pNPP, malachite green phosphate absorbance; inhibition, % at 20 µM; 21,000 tested, under 10 active
# The depositor's hits bear a star.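 How the source made its calls: active means inhibition above 50% at the 20 µM single-dose screen; inactive means the rest.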
# Sample of the layout (three entries):
[1] O=C(CCC(=O)N1CCc2ccccc21)N1CCc2ccccc21
[2] CC(=O)C(=[N+]=[N-])C(=O)NCc1ccccc1
[3] OCCNc1ccc(Cl)cc1
assay / entry	1	2	3
TNAP inh pNP	2	1	-1
TNAP Pi inh	-12	-7	4

# The whole of this part, previewed entries included:
[1] O=C(CCC(=O)N1CCc2ccccc21)N1CCc2ccccc21
[2] CC(=O)C(=[N+]=[N-])C(=O)NCc1ccccc1
[3] OCCNc1ccc(Cl)cc1
[4] COC(=O)c1oc2ccc(Br)cc2c1NC(=O)CCN1CCOCC1
[5] Cc1csc(NC(=O)CCN2C(=O)c3ccccc3S2(=O)=O)n1
assay / entry	1	2	3	4	5
TNAP inh pNP	2	1	-1	0	0
TNAP Pi inh	-12	-7	4	9	5

# Among those listed so far, 2 have a halogen.
[3] OCCNc1ccc(Cl)cc1
[4] COC(=O)c1oc2ccc(Br)cc2c1NC(=O)CCN1CCOCC1
assay / entry	3	4
TNAP inh pNP	-1	0
TNAP Pi inh	4	9

# More records
[6] COc1ccc(-c2nnc(-c3cccnc3)o2)cc1OC
[7] Fc1ccc2[nH]c3c(N4CCN(C5CCCCC5)CC4)ncnc3c2c1
[8] O=c1[nH]c2cc(Cl)ccc2n1-c1ccccc1
[9] Nc1cc(-c2ccco2)no1
[10] CCOC(=O)c1ccc(NC(=O)C2CCCO2)cc1 (stereo not given)
assay / entry	6	7	8	9	10
TNAP inh pNP	-5	0	8	8	4
TNAP Pi inh	0	0	15	6	6

[11] Cc1ccc(NCc2nnc(SCC(=O)c3ccccc3)o2)c(C)c1
[12] COc1ccc(CCN2C(=NC(=O)CCC(=O)O)SC3CS(=O)(=O)CC32)cc1OC (stereo not given)
[13] COc1ccc(-n2ncc3c(N4CCC(C(N)=O)CC4)ncnc32)cc1
[14] Cc1ccc(C2CC(C(F)(F)F)n3nc(C(=O)NCc4ccco4)cc3N2)cc1 (stereo not given)
[15] COCc1cc(=O)[nH]c(Nc2nc3ccc(C)cc3o2)n1
assay / entry	11	12	13	14	15
TNAP inh pNP	0	3	4	6	2
TNAP Pi inh	0	6	9	-3	8

[16] Nn1c(SC/C=C/c2ccccc2)nnc1-c1ccncc1
[17] COC(=O)C1C(O)=C(C=NC2CCCCC2)C(=O)CC1(C)C (stereo not given)
[18] O=C1CSC(c2ccccn2)N1Cc1cn2ccccc2n1 (stereo not given)
[19] CCOC(=O)c1cc2sccc2n1CCCN1C(=O)c2ccccc2C1=O
[20] Cc1coc(C)c1C(=O)CC1(O)C(=O)N(Cc2ccccc2)c2ccccc21 (stereo not given)
assay / entry	16	17	18	19	20
TNAP inh pNP	0	3	6	1	-8
TNAP Pi inh	4	12	2	8	-3

[21] CCOC(=O)c1[nH]c2ccc(OC)cc2c1NC(=O)C(C)N1CCC2(CC1)OCCO2 (stereo not given)
[22] COc1ccc(CNC(=O)CN(c2cccc(OC)c2)S(C)(=O)=O)cc1
[23] CCN(CC)CCN1C(=O)C(O)=C(C(=O)c2ccco2)C1c1ccccn1 (stereo not given)
[24] COc1cc2c(cc1OC)CN(C(=O)C1(c3ccccc3)CC1)CC2
[25] Cc1cc2nc(NC3=NCN(Cc4cccnc4)CN3)nc(C)c2cc1C
assay / entry	21	22	23	24	25
TNAP inh pNP	3	0	2	8	4
TNAP Pi inh	8	9	7	4	14

[26] CC(C)OC(=O)CSc1nnc(-c2ccc(Cl)cc2Cl)n1N
[27] O=C(c1ccc(Cn2cc(Cl)cn2)cc1)N1CCN(c2ccccc2)CC1
[28] Nc1ccc(-c2cc(N)n(-c3ccccc3)n2)cc1
[29] O=C1c2ccccc2C(=O)N1CC1c2ccccc2CCN1C(=O)N1CCOCC1 (stereo not given)
[30] CCCn1c(=O)c(C(=O)Nc2c(C)n(C)n(-c3ccccc3)c2=O)c(O)c2ccccc21
assay / entry	26	27	28	29	30
TNAP inh pNP	3	2	3	6	2
TNAP Pi inh	8	1	12	13	10

[31] Cc1cc(NC(=O)CSc2nnc3c(C)cc4cc5c(cc4n23)OCO5)no1
[32] Cc1nc2c3c(-c4ccccc4)c(-c4ccccc4)oc3ncn2n1
[33] CCCCOC(=O)c1ccc(NC(C)=O)cc1
[34] CCOc1ccc(-c2n[nH]c(C)c2-c2ccccc2OC)c(O)c1
[35] CNCCCC12CCC(c3ccccc31)c1ccccc12
assay / entry	31	32	33	34	35
TNAP inh pNP	0	0	-7	6	0
TNAP Pi inh	0	0	0	15	0

[36] CC(OC(=O)C1CCCO1)C(=O)NC1CCCC1 (stereo not given)
[37] Cc1cccc2cc(COC(=O)C3CCCO3)c(=O)[nH]c12 (stereo not given)
[38] COC(=O)c1cc2c(ccn2-c2ccc(F)cc2)n1CC(=O)N1CCN(C(=O)c2ccco2)CC1
[39] Cc1csc(NC(=O)CSc2nnc(-c3ccoc3C)n2CCc2ccccc2)n1
[40] O=C(CSc1ncn(-c2ccccc2)n1)Nc1nc2c(s1)CCCC2
assay / entry	36	37	38	39	40
TNAP inh pNP	0	0	4	8	0
TNAP Pi inh	8	6	0	14	0

[41] CC(C)[C@H](NC(=O)C1(c2ccccc2)CCN(C(=O)OC(C)(C)C)CC1)C(=O)O
[42] Cc1sc(NC(=O)CSc2nnc3scc(-c4ccccc4)n23)c(C#N)c1C
[43] Cc1ccc(SC(C)C(=O)NCC(C)C)cc1 (stereo not given)
[44] CC(=O)OC1=C(C#N)Cn2ccc3cccc1c32
[45] C=COC(=O)CSc1nc(-c2cccs2)ccc1C#N
assay / entry	41	42	43	44	45
TNAP inh pNP	6	4	1	6	6
TNAP Pi inh	-1	20	3	12	7

[46] c1ccc2sc(Cc3nnc4n3CCCCC4)nc2c1
[47] Cn1c(O)c(C=Nc2ccc(Cc3ccncc3)cc2)c(=O)n(C)c1=O
[48] O=C(Cn1nnc(-c2ccc(N3CCOCC3)cc2)n1)OC1CCCCC1
[49] CCOc1ccc(N(CC(=O)Nc2ccc(OC)cc2)S(C)(=O)=O)cc1
[50] O=C(CCN1C(=O)c2ccccc2C1=O)N1CCN(c2ccccc2)CC1
assay / entry	46	47	48	49	50
TNAP inh pNP	5	0	4	-6	0
TNAP Pi inh	8	0	8	-13	8

[51] COc1cc(C)nc(Oc2ccc(=O)n(C)n2)n1
[52] Cc1c(OCc2nn[nH]n2)ccc2c(-c3ccccc3)cc(=O)oc12
[53] CCSc1nnc(N(CCC(=O)O)CCC(=O)O)s1
[54] C=CCc1cccc(/C=N/c2ncn[nH]2)c1O
[55] CCOC(=O)C(C)Oc1ccccc1C1NC(=O)NC(C)=C1C(=O)Nc1ccc(C)c(C)c1 (stereo not given)
assay / entry	51	52	53	54	55
TNAP inh pNP	3	-1	4	2	4
TNAP Pi inh	7	4	8	2	-4

# Full records, looked up by structure. Values in the order: TNAP inh pNP	TNAP Pi inh
# Profile of CCSc1nnc(N(CCC(=O)O)CCC(=O)O)s1 → 4	8
# Profile of COc1cc(C)nc(Oc2ccc(=O)n(C)n2)n1 → 3	7
# Profile of CCOC(=O)C(C)Oc1ccccc1C1NC(=O)NC(C)=C1C(=O)Nc1ccc(C)c(C)c1 (stereo not given) → 4	-4
# Profile of C=CCc1cccc(/C=N/c2ncn[nH]2)c1O → 2	2
# Profile of Cc1c(OCc2nn[nH]n2)ccc2c(-c3ccccc3)cc(=O)oc12 → -1	4

# (listing goes on)
[56] Cc1cc(-n2c(=O)c(C#N)cc3c(=O)n4ccccc4nc32)no1
[57] COC(=O)/C=C1\NCCSC1=O
[58] O=C(Nc1nc2c(s1)CCCC2)Oc1ccccc1
[59] CCc1cc2c(=O)c(-c3cscn3)coc2cc1O
[60] Cc1cc(C(=O)CSc2nc(N)cc(N)n2)c(C)n1CCc1ccc(F)cc1
assay / entry	56	57	58	59	60
TNAP inh pNP	-4	3	-3	-9	18
TNAP Pi inh	-6	8	5	-12	27

[61] O=C1OCCC1Sc1nc2ccccc2s1 (stereo not given)
[62] COC(=O)c1cccc(NC(=O)CSc2nnc(C)n2Cc2ccccc2)c1
[63] CC(C)=CCC(C)(C)C1OCCN1C(=O)Nc1ccccc1 (stereo not given)
[64] Cc1ccc(-c2noc(CN(C(=O)CCCCCN3C(=O)c4ccccc4C3=O)C(C)C)n2)cc1
[65] OC1(C2(O)CC(c3ccccc3)ON2)CCCCC1 (stereo not given)
assay / entry	61	62	63	64	65
TNAP inh pNP	10	2	-14	6	0
TNAP Pi inh	18	8	-2	5	0

[66] C=CCc1ccccc1OCC(O)CNC(C)C (stereo not given)
[67] CNc1ccccc1-c1nc2ccccc2n(C)c1=O
[68] N#Cc1ccsc1NC(=O)CSc1ncn[nH]1
[69] CS(=O)(=O)N1CCN(c2nc(-c3ccc(F)cc3)cs2)CC1
[70] Cc1noc(C)c1COC(=O)c1ccccc1Sc1ccccc1C#N
assay / entry	66	67	68	69	70
TNAP inh pNP	-1	-3	-7	6	3
TNAP Pi inh	2	1	-6	-18	-7

[71] NC(=O)c1c(NC(NC(=O)c2ccco2)(C(F)(F)F)C(F)(F)F)sc2c1CCCC2
[72] CC(C)CNC(=O)CSc1nnc(-c2ccccn2)n1Cc1ccccc1
[73] Nc1ccc(SCCN2C(=O)c3ccccc3C2=O)cc1
[74] CCC(=O)Oc1cccc(C(=O)Nc2ccc(-c3nnc(-c4ccco4)o3)cc2)c1
[75] CCCOc1cccc(C2/C(=C(/O)c3ccc(F)cc3)C(=O)C(=O)N2CCN(C)C)c1 (stereo not given)
assay / entry	71	72	73	74	75
TNAP inh pNP	-3	4	1	0	4
TNAP Pi inh	-3	-7	9	5	8

[76] CCS(=O)(=O)CCSc1nc2ccccc2s1
[77] Cc1c(C(=O)N2CCN(CCc3ccccc3)CC2)oc2ccccc12
[78] Cc1ccc(C)n1-n1cnc2sc3c(c2c1=O)CCC3
[79] COC(=O)c1cc(C(=O)OC)n(Cc2ccc(F)cc2)n1
[80] COc1ccccc1N(C(=O)Cn1nnc2ccccc21)C(C(=O)NCc1ccco1)c1ccc(C)o1 (stereo not given)
assay / entry	76	77	78	79	80
TNAP inh pNP	-4	3	-12	-5	3
TNAP Pi inh	2	11	-1	2	10

[81] Cc1cc(C(=O)NC2CCCc3ccccc32)no1 (stereo not given)
[82] CCCCN1C(=O)C2ON(c3ccccc3C)C(c3ccco3)C2C1=O (stereo not given)
[83] CCOC(=O)C(C)c1nc2ccccc2[nH]c1=O (stereo not given)
[84] COC(=O)c1ccccc1NC(=O)c1cc2ncc(Br)cn2n1
[85] COC(=O)c1cc(Br)c(=O)n(CCc2ccccc2)c1
assay / entry	81	82	83	84	85
TNAP inh pNP	6	8	6	7	4
TNAP Pi inh	11	-4	11	9	8

[86] CCN=C1SC(CC(=O)Nc2ccc(C)cc2)C(=O)N1CC (stereo not given)
[87] CN(C(=O)c1cccnc1)c1nnc(-c2cnccn2)s1
[88] O=C(Nc1ccc(S(=O)(=O)N2CCCc3ccccc32)cc1)C1CCCO1 (stereo not given)
[89] N#Cc1ccccc1CSc1ccccn1
[90] CC1CCN(C(=O)N[C@@H](Cc2ccccc2)C(=O)O)CC1
assay / entry	86	87	88	89	90
TNAP inh pNP	-3	6	4	4	-14
TNAP Pi inh	1	3	6	12	-3

[91] C=CCn1c(COc2ccc(Cl)cc2)nnc1SCc1ccc(C#N)cc1
[92] O=C(CSc1nnc(NC(=O)C2CC2)s1)Nc1ccc(F)cc1
[93] C=CCN=C(NC#N)SCC(=O)NCc1ccccc1
[94] CCC(=O)c1cn(CC(=O)NCc2cccnc2)c2ccccc12
[95] CN(C)c1ccc(-c2nn3c(-c4ccc(Cl)cc4)nnc3s2)cc1
assay / entry	91	92	93	94	95
TNAP inh pNP	4	1	4	-3	5
TNAP Pi inh	9	12	8	3	8

# Looked up by structure from the entries so far:
[92] O=C(CSc1nnc(NC(=O)C2CC2)s1)Nc1ccc(F)cc1
[95] CN(C)c1ccc(-c2nn3c(-c4ccc(Cl)cc4)nnc3s2)cc1
[91] C=CCn1c(COc2ccc(Cl)cc2)nnc1SCc1ccc(C#N)cc1
[94] CCC(=O)c1cn(CC(=O)NCc2cccnc2)c2ccccc12
[93] C=CCN=C(NC#N)SCC(=O)NCc1ccccc1
assay / entry	92	95	91	94	93
TNAP inh pNP	1	5	4	-3	4
TNAP Pi inh	12	8	9	3	8

# Next part:
[96] Cc1ccc(C)c(OCC(O)CN2CCC(C)CC2)c1C (stereo not given)
[97] O=C(C1=C(O)C(=O)N(CCCN2CCOCC2)C1c1ccccn1)c1cccs1 (stereo not given)
[98] Cc1cc(NC(=O)c2cccc(S(=O)(=O)N3CCCCCC3)c2)n(-c2ccccn2)n1
[99] COc1ccc(NC(=O)Cc2nc3ccccc3[nH]2)cc1
[100] CCCOC(=O)c1ccc(Nc2cc(C)nc3ncnn23)cc1
assay / entry	96	97	98	99	100
TNAP inh pNP	0	2	-19	3	0
TNAP Pi inh	8	7	-4	6	0

[101] COCCn1c(C)cc(C(=O)COc2nc3ccccc3nc2C)c1C
[102] CNC(=O)CSc1nnnn1-c1ccc(C)cc1C
[103] CCOC(=O)c1cnc2sccn2c1=O
[104] COc1ccc(Cn2c(=O)c3c(nc(NCCO)n3C)n(C)c2=O)cc1
[105] O=C1OC(Nc2ccc(Br)cc2F)c2ccccc21 (stereo not given)
[106] CCOC(=O)C1CCCN(CC(=O)Nc2c(F)c(F)c(F)c(F)c2F)C1 (stereo not given)
[107] Cn1c(=O)c2c(nc(NCc3ccc4c(c3)OCO4)n2Cc2ccccc2)n(C)c1=O
assay / entry	101	102	103	104	105	106	107
TNAP inh pNP	2	2	1	-2	0	5	-9
TNAP Pi inh	5	7	7	-2	0	8	-16

# Compound activity from PubChem BioAssay.

# An excerpt, so the mix of outcomes need not match the whole.
